Assay outcomes deposited in PubChem BioAssay by Broad Institute.
Cneo AK release = causes C. neoformans cell lysis | hit rate 0.2% among 360,000 | lysis activity, % at 15 µM | adenylate kinase release luminescence, 4 h; normalised: neutral wells 0, clomiphene wells 100;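 active = mean lysis activity across replicates of at least 80%, whatever share of replicates individually reach that level; inactive = mean lysis activity below 80%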
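Assay system: Cryptococcus neoformans yeast cells / Dosing: single-point compound dose / Timing: 4 h at 37 °C static, read 1 h later / Measured by: luminescence of released adenylate kinase using an AK detection reagent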
miR-122 sensor = blocks miR-122 activity in Huh7 sensor cells. Huh7 miR-122 Renilla luciferase sensor, 48 h; neutral wells = 0, positive control = 100. activation (reporter increase), % at 12.5 µM. hit rate 0.3% among 340,000. AID 602342;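 active = mean replicate activation score at least 90 and every replicate individually at or above 90; inconclusive = only one of the two criteria met; inactive = neither criterion met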;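 note: higher luciferase means less miR-122 activity so hits act as miR-122 inhibitors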
SIRT5 block = inhibitors of human sirtuin-5 desuccinylase. Q9NXA8. Purified SirT5, succinyl-peptide AMC, trypsin-coupled fluorescence. inhibition, % at 15 µM. hit rate 1.1% among 330,000. AID 652115; in the data active = inhibition above about 15%; inconclusive = no clear call, values can overlap the other calls
Target sequence (Q9NXA8 whole entry, looked up): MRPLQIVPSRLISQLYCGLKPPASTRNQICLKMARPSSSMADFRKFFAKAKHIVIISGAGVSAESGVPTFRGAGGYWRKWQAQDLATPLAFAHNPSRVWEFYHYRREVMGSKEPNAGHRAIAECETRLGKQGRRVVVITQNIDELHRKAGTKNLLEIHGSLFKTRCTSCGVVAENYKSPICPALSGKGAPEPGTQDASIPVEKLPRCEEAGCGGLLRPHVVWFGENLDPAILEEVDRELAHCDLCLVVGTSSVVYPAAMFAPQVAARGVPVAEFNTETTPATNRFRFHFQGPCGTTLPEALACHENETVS
ARNT TACC3 PPI = disrupts binding between human ARNT and TACC3 | Q9Y6A5 | AlphaScreen His-ARNT PAS-B/GST-TACC3 binding, luminescence; TACC3 fragment carries E629A point mutation | inhibition, % at 9.99 µM | hit rate 0.66% among 390,000 | AID 623870;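 active = mean inhibition of replicates at least 50% and at least half of replicates each reaching 50%; inconclusive = half or more replicates reach 50% but mean below 50%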;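 note: 0% = complete ARNT plus TACC3 wells and 100% = ARNT alone without TACC3; many hits fall short of the cut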
ERp5 inh = blocks human ERp5 reductase activity on insulin; hit rate 0.05% among 350,000; ERp5 insulin aggregation, absorbance 650 nm, 90 min; Q15084; inhibition, % at 9.99 µM; AID 651711;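 active = mean replicate inhibition above about 25%, with every replicate also reaching it, limit read from the data, passing the limit was not always enough; inconclusive = only one of those two criteria met; inactive = neither criterion met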
Target sequence (Q15084 whole entry, looked up): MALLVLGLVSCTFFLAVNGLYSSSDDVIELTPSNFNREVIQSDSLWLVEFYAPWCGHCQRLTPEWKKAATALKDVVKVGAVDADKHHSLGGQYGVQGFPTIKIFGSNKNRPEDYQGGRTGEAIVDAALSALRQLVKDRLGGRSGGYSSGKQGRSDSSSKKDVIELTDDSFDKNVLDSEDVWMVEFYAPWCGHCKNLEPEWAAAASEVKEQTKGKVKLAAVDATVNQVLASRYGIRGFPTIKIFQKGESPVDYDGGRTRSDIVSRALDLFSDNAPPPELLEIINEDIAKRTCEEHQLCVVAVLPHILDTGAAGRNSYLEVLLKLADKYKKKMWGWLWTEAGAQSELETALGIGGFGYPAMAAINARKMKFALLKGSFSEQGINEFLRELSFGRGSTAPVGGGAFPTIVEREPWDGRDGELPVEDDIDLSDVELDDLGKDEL
C2C12 statin = suppressors of simvastatin-induced myotoxicity in C2C12 myotubes; ATP luminescence, 48 h; scaled: DMSO 0, geranylgeraniol control 100; rescue of ATP level, % at 7.49 µM; hit rate 0.78% among 330,000; AID 602340;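 active = mean ATP rescue above about 67%, or every replicate alone reaching that limit, limit read from the data, passing the limit was not always enough; inconclusive = no clear call, values can overlap the other calls; inactive = mean under the limit and some replicate under it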;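 note: myotubes were challenged with 10 µM simvastatin during compound exposure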
esBAF inh = SWI/SNF esBAF complex inhibition | hit rate 2% among 350,000 | reporter increase, % at 12.5 µM | AID 602393 | mouse ES cells, Bmi1-luciferase knock-in reporter, 24 h; 100% = twice the neutral-well signal; in the data active = activation above about 40%; inconclusive = no clear call, values can overlap the other calls;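 note: 0% = median of the plate's neutral control wells and 100% = double that signal; a rise in the Bmi1 reporter signal indicates esBAF inhibition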
The depositor's hits bear a star; ? = inconclusive; · = no result given; [ ] = remark or other dose.

nr	Compound	Cneo AK release	miR-122 sensor	SIRT5 block	ARNT TACC3 PPI	ERp5 inh	C2C12 statin	esBAF inh
1	S=C1N(c2ccccc2)C(c2ccccc2)N2CCCN12 (stereo not drawn)	-1.4	-1.2	·	-2.5	·	132.0*	3.5
2	CSc1nc(N2CCN(C)CC2)c2c(c1C#N)CC(C)(C)OC2	·	·	5.0	6.7	12.0	·	·
3	CC(C)NC(=O)c1ccc(-c2cccc(C(F)(F)F)c2)o1	-0.9	-2.6	·	-2.7	·	-33.6	16.7
4	COc1ccc(CNC(=O)COC(=O)CO/N=C(\C)c2ccc3c(c2)OCO3)cc1	1.5	-0.7	-1.3	1.2	7.7	-2.7	2.9
5	COc1cccc(NC(=O)C2CCN(S(=O)(=O)c3ccccc3)CC2)c1	-1.6	-4.1	-1.9	46.6*	12.8	-8.4	-2.6
6	COC(=O)c1ccc(NS(=O)(=O)c2cc3c4c(c2)CCC(=O)N4CCC3)cc1	-1.3	·	3.9	0.5	-3.3	-10.6	1.1
7	COc1cccc(-c2nc(C(N)=O)c3[nH]c(=O)n(-c4ccccc4)c3n2)c1OC	-0.6	-3.8	6.4	7.2	0.7	16.4	-9.3
8	Cc1ccc(-c2nnc(SCC(=O)N3CCCc4ccccc43)n2N)cc1	-0.5	-0.3	·	-4.7	·	-2.6	0.0
9	CCOC(=O)Cc1csc(NC(=O)C2C3C=CC(C3)C2C(=O)O)n1 (stereo not drawn)	-0.1	-9.4	·	-3.8	·	·	-10.9
10	O=C(COC(=O)CNC(=O)c1cccc([N+](=O)[O-])c1)Nc1cccc(S(=O)(=O)N2CCCC2)c1	·	-0.8	·	2.8	·	-4.2	10.5
11	N#C/C(=C\c1cccc(O)c1)c1nc2ccccc2o1	-6.2	21.2	1.4	7.2	4.5	18.3	39.1
12	CCN(CC)S(=O)(=O)c1cccc(C(=O)NC(Cc2c[nH]c3ccccc23)c2nnc3n2CCC3)c1 (stereo not drawn)	0.6	-2.1	·	·	·	-6.4	-0.3
13	CNC[C@@H]1Oc2c(N)cccc2C(=O)N([C@@H](C)CO)C[C@H]1C	0.2	-4.5[16.7 µM]	-1.9	-3.7	-1.5	7.0	-1.0
14	Cc1nc2sc(C(=O)OC(C)C)c(N)c2c(C)c1C	·	·	-1.8	-7.5	2.2	·	·
15	COc1ccc(N2Cc3ccc(OC)c(OC)c3C2=O)cc1	-6.5	5.8	-1.5	13.8	2.6	-2.7	38.2
16	COc1cc(/C=C/c2nc3ccccc3c(=O)[nH]2)cc(Cl)c1O	0.4	-2.5	1.9	0.1	2.0	14.4	17.0
17	CCOC(=O)c1cc(-c2ccccc2)nn1CC1CC(c2cccnc2)=NO1 (stereo not drawn)	0.4	0.6	·	-0.8	4.3	·	·
18	CCN(CC)CCNC(=O)c1ccc(NC(=O)c2cn(-c3ccc(F)cc3)nc2-c2cccc(OC)c2)cc1	0.4	-67.9	-2.3	5.4	-0.2	-14.7	0.0
19	COc1ccc(-n2nc(C(=O)NCc3ccco3)c3ccccc3c2=O)cc1	0.9	0.6	-2.0	-1.9	2.7	-36.6	-2.4
20	O=C(NCC1(c2ccccc2)CCCC1)c1ccccc1	·	·	-2.4	-3.5	-6.4	·	·
21	CCn1cc(C(=O)NCC2CCCO2)c(=O)c2cc(F)c(N3CCN(C)CC3)cc21 (stereo not drawn)	-1.1	-0.9	·	1.0	·	-6.4	2.6
22	O=C(C1CC1)N1CCc2[nH]c3ccccc3c2C1	-1.1	2.3	·	7.1	·	-1.9	13.4
23	O=C(N/N=C/c1cc(Br)c(O)c(Br)c1)C1CC1	-2.3	·	-4.0	-0.9	5.4	20.7	-5.2
24	C[C@H](CO)N1C[C@H](C)[C@@H](CN(C)C(=O)Nc2ccccc2)OCCCC[C@H](C)Oc2ccc(N(C)C)cc2C1=O	-4.4	5.2[16.7 µM]	-1.7	10.9	-6.3	-8.3	1.7
25	O=C(CSc1ncc(-c2ccccc2)[nH]1)Nc1ccccc1F	·	2.3	0.5	11.2	-2.7	-12.2	?
26	NC(=O)c1c(NC(NC(=O)c2ccco2)(C(F)(F)F)C(F)(F)F)sc2c1CCCC2	0.9	-5.2	·	·	·	-36.6	5.4
27	CN(C)S(=O)(=O)N1CCN(CC(=O)Nc2cc(Cl)ccc2Cl)CC1	0.8	4.3	·	1.6	·	-0.9	-13.6
28	COc1ccccc1C(=O)Nc1ccc2c(c1)nc1n2CCN(C2CCCCC2)C1	6.3	-2.4	0.2	3.1	-1.9	-42.7	-5.1
29	CCc1nnc(NC(=O)C2CC(=O)N(c3ccc(C)cc3)C2)s1 (stereo not drawn)	0.6	-4.4	·	·	·	-1.2	5.1
30	CCOc1cc(/C=C(/NC(C)=O)C(=O)O)cc(Cl)c1OCc1cccc(Br)c1	0.4	-3.2	-7.0	-1.0	3.1	6.1	-2.5
31	CCC(=O)N[C@@H]1C=C[C@@H](CC(=O)NCC2CCCCC2)O[C@H]1CO	-1.5	-24.4[16.7 µM]	5.9	·	-2.5	-2.8	-9.1
32	Cc1cc(=O)[nH]c(SCC(=O)NC(C)C2CC3CCC2C3)c1C#N (stereo not drawn)	·	·	-0.1	-5.0	-3.8	·	·
33	O=C(N[C@H]1CC[C@@H](CCn2cc(C3(O)CCCC3)nn2)O[C@H]1CO)C1CC1	-0.2	·	0.5	-4.0	-1.1	0.1	-3.1
34	C[C@H](CO)N1C[C@H](C)[C@@H](CN(C)Cc2ccc(-c3ccccc3)cc2)Oc2ccc(NS(=O)(=O)c3ccccc3)cc2C1=O	8.3	-3.4[16.7 µM]	8.1	-0.7	-2.7	-1.3	1.2
35	Cc1ccc2nc(-c3ccccc3)c(Cc3cccc(Cl)c3)n2c1	4.7	3.4	21.7*	·	1.3	-1.9	?
36	C[C@@H]1CCCCO[C@@H](CN(C)S(=O)(=O)c2ccc(Cl)cc2)[C@H](C)CN([C@H](C)CO)C(=O)c2cc(NS(=O)(=O)c3cccs3)ccc2O1	-4.5	-20.7[16.7 µM]	8.9	14.8	-4.6	·	-3.6
37	CO[C@H]1CN(C)C(=O)c2cc(NC(=O)c3cc(C)on3)ccc2OC[C@H](C)NC[C@H]1C	-2.5	·	2.9	-2.1	2.7	-1.5	-3.3
38	Cc1cccc(NC(=O)C2CC(=O)N/C(=N/N=C/c3ccco3)S2)c1 (stereo not drawn)	0.6	-8.2	·	-2.3	·	·	·
39	Cc1cnnn1-c1cccc([N+](=O)[O-])c1	-0.3	5.0	-0.7	-5.6	4.2	7.4	1.8
40	COc1ccc(NC(=O)CSc2nc3ccccc3nc2N2CCCC2)cc1Cl	-1.6	·	-2.1	-3.6	1.0	10.0	-3.6

In the list so far, 4 contain a furan ring, fused or not.
nr	Compound	Cneo AK release	miR-122 sensor	SIRT5 block	ARNT TACC3 PPI	ERp5 inh	C2C12 statin	esBAF inh
3	CC(C)NC(=O)c1ccc(-c2cccc(C(F)(F)F)c2)o1	-0.9	-2.6	·	-2.7	·	-33.6	16.7
19	COc1ccc(-n2nc(C(=O)NCc3ccco3)c3ccccc3c2=O)cc1	0.9	0.6	-2.0	-1.9	2.7	-36.6	-2.4
26	NC(=O)c1c(NC(NC(=O)c2ccco2)(C(F)(F)F)C(F)(F)F)sc2c1CCCC2	0.9	-5.2	·	·	·	-36.6	5.4
38	Cc1cccc(NC(=O)C2CC(=O)N/C(=N/N=C/c3ccco3)S2)c1 (stereo not drawn)	0.6	-8.2	·	-2.3	·	·	·

Remaining list, next part
nr	Compound	Cneo AK release	miR-122 sensor	SIRT5 block	ARNT TACC3 PPI	ERp5 inh	C2C12 statin	esBAF inh
41	CC1CCCCN1S(=O)(=O)c1ccc(C(=O)N(CCCN(C)C)c2nc3cc4c(cc3s2)OCO4)cc1 (stereo not drawn)	4.0	·	0.9	5.9	-6.4	-7.4	-6.6
42	COCCNc1nc(NCCN2CCNC2=O)c2sccc2n1	3.9	-2.5	1.6	·	-4.9	5.8	-9.5
43	Cc1ccccc1Cn1c(=O)sc2ccccc2c1=O	·	-2.4	0.6	-1.7	-5.2	3.5	-2.2
44	COCC(=O)N(C)C[C@H]1Oc2ncc(-c3ccccc3C)cc2C(=O)N([C@H](C)CO)C[C@H]1C	3.0	5.1[16.7 µM]	-2.9	-10.6	-0.2	3.6	-3.1
45	O=C(C[C@H]1C[C@@H]2c3cc(NC(=O)c4ccc5c(c4)OCO5)ccc3O[C@@H]2[C@H](CO)O1)NCc1ccc(Cl)cc1	-0.8	2.6[16.7 µM]	3.9	-4.2	-5.9	14.4	12.0
46	CCOc1cc(C2CC(=O)NC3=C2C(=O)C(C(=O)OC)C(C)C3)cc(Br)c1O (stereo not drawn)	4.6	51.6	·	-0.4	·	-21.7	5.2
47	CC1CCCN(Cc2nc3c(c(=O)n(C)c(=O)n3C)n2CCc2ccccc2)C1 (stereo not drawn)	3.7	·	·	-5.8	·	40.9	-16.4
48	Cc1cc(Br)ccc1NC(=O)CN(C)C(=O)C1=COCCO1	0.1	-2.9	-3.0	-5.6	0.2	1.4	-2.5
49	C[C@@H]1CN([C@@H](C)CO)C(=O)c2cc(C#CC3(O)CCCC3)cnc2O[C@H]1CN(C)Cc1ccccn1	-1.9	14.8[16.7 µM]	-4.7	9.2	4.3	-1.6	0.7
50	O=C(NNC(=S)Nc1ccccc1)c1ccc(O)cc1	·	-1.4	-0.2	1.8	-2.0	4.5	77.8*
51	CCc1ccc(S(=O)(=O)Nc2ccc(Br)cn2)cc1	0.0	38.9	2.3	-0.2	1.2	-6.5	-2.5
52	CC(C)C(=O)O/N=C(\N)c1ccc(Oc2ccc(Cl)cc2)c([N+](=O)[O-])c1	·	·	-7.8	3.2	2.8	·	·
53	O=C(CSc1nc(-c2cccs2)cc(C(F)(F)F)n1)NCc1ccccc1	-1.3	-1.3	·	-6.4	·	-2.0	-9.5
54	Cc1cccc(-c2ccc([C@@H]3[C@H](CO)N4CCCCN(C(=O)NC(C)C)C[C@@H]34)cc2)c1	-2.1	-2.2[16.7 µM]	-2.8	1.8	-4.2	-36.1	-1.7
55	COc1cccc(-c2cnc3c(c2)C(=O)N([C@@H](C)CO)C[C@H](C)[C@@H](CN(C)Cc2ccc(F)cc2)O3)c1	-17.9	-4.7[16.7 µM]	-4.8	1.4	-1.8	36.4	0.3
56	CC(C)(O)C(=O)NNC(=S)Nc1ccc(F)c(Cl)c1	·	·	12.0	-2.5	-0.4	·	·
57	COc1cccc(S(=O)(=O)Nc2ccc(C(=O)NCc3ccco3)cc2)c1	-0.3	4.6	·	-8.1	·	29.2	-3.5
58	O=C(NCCc1ccccc1)c1cccc(N2CCCC2=O)c1	-6.8	1.5	·	11.4	·	-0.9	-66.5
59	COc1ccc(S(=O)(=O)N(C)C[C@H]2Oc3ncc(/C=C/c4ccccc4)cc3C(=O)N([C@@H](C)CO)C[C@@H]2C)cc1	-1.2	0.6[16.7 µM]	-5.3	4.0	1.2	6.3	-0.9
60	Cc1cccc(-c2nc3ccccc3c(=O)[nH]2)c1	-0.9	8.0	-2.5	-7.6	-3.0	-0.5	7.9
61	O=C1NC(=O)C(CC(=O)N(c2ccccc2)C2(C(=O)NC3CCCC3)CCCCC2)N1 (stereo not drawn)	-1.1	-1.8	·	-3.3	·	-12.3	-5.8

Record cards, from the list above.
COc1ccc(NC(=O)CSc2nc3ccccc3nc2N2CCCC2)cc1Cl as listed: Cneo AK release: -1.6; miR-122 sensor: ·; SIRT5 block: -2.1; ARNT TACC3 PPI: -3.6; ERp5 inh: 1.0; C2C12 statin: 10.0; esBAF inh: -3.6
CCc1nnc(NC(=O)C2CC(=O)N(c3ccc(C)cc3)C2)s1 (stereo not drawn) as listed: Cneo AK release: 0.6; miR-122 sensor: -4.4; SIRT5 block: ·; ARNT TACC3 PPI: ·; ERp5 inh: ·; C2C12 statin: -1.2; esBAF inh: 5.1
